# KOR beta-arrestin-1 = kappa opioid receptor blockers – cell-based, luminescence, uHTS (AID 1778) | KOR beta-arrestin recruitment, luminescence, antagonist mode; higher % means a stronger effect | inhibition, % at 10 µM, or IC50 in µM where a hit was titrated | 290,000 tested, 0.091% active; in the data active means inhibition above about 50%; further: strong numbers were not always called active
# GPR35 antagonists = GPR35 antagonists blocking zaprinast-driven arrestin recruitment, primary screen, imaging, U2OS, beta-arrestin-GFP, zaprinast agonist (AID 2058). U2OS GPR35 beta-arrestin-GFP translocation imaging, zaprinast antagonism; higher % means a stronger effect. inhibition, % at 10 µM; hits with a dose series show IC50 in µM. 290,000 tested, 0.052% active;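 active means inhibition of at least 50% with at least 30 cells and total cytoplasm GFP at most 10,000,000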
# MgcRacGAP inhibition = MgcRacGAP GTPase-activating activity inhibitors, confirmation, biochemical, ADP Hunter fluorescence. one-dose inhibition, % at 30 µM; IC50 in µM for titrated hits. 340,000 tested, 0.6% active. MgcRacGAP-stimulated Rac1 GTP hydrolysis, ADP Hunter fluorescence; higher % means a stronger effect; GST-tagged Rac1 F28L mutant substrate;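 active means first-screen hits whose inhibition reached a set limit at any dose in the follow-up dose series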;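 further: fluorescence reports GDP produced by GAP-driven GTP hydrolysis; strong numbers were not always called active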
# GPR55 activation = GPR55 agonists via beta-arrestin recruitment, primary screen, imaging, U2OS cells, beta-arrestin-GFP redistribution (AID 1961); 290,000 tested, 0.048% active; U2OS GPR55 beta-arrestin-GFP redistribution imaging; higher % means a stronger effect; one-dose activation, % at 10 µM; EC50 in µM for titrated hits;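 active means activation above 40% with more than 50 cells counted in the well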;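 further: U2OS osteosarcoma cells stably expressing GPR55 and beta-arrestin-GFP; plate controls were DMSO negative control for no effect and LPI positive control for full effect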
# NOD1 NF-kB reporter = NOD1 signaling inhibitors, primary screen, cell-based, luminescence, uHTS (AID 1578); NOD1-driven NF-kB luciferase reporter cells, luminescence; higher % means a stronger effect; inhibition, % at 4 µM, or EC50 in µM where a hit was titrated; 290,000 tested, 1% active; in the data active means inhibition mostly above about 36%, no sharp cut-off; inactive means mostly below about 34%;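 further: HEK-293T reporter cells stimulated with the NOD1 agonist gamma-tri-DAP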
# NTR1 ag = agonists of NTR1, primary screen, imaging, U2OS cells, beta-arrestin-GFP, high content (AID 493036); activation, % at 20 µM; NTR1-U2OS beta-arrestin-GFP spot imaging, agonist mode; 330,000 tested, 0.17% active; P30989;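 active means activation at or above 40% of the spot to cytoplasm intensity ratio, with at least 20 cells analyzed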;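 further: 0% = DMSO without peptide and 100% = 100 nM NTR1 peptide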
# Target sequence (P30989 whole entry, looked up): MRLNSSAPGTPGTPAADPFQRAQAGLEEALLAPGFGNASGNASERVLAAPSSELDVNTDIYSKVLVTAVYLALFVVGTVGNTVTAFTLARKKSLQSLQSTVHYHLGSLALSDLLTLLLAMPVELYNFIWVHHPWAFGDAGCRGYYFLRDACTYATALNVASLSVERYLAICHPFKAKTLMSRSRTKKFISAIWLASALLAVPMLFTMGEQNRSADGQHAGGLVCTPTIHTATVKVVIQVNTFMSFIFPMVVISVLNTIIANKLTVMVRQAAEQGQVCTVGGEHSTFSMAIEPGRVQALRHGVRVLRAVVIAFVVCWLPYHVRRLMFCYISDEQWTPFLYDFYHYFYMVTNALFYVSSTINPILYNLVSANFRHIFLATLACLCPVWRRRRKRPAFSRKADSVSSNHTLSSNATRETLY
# KOR beta-arrestin-2 = KOR agonists, beta-arrestin recruitment, primary screen, cell-based, luminescence, uHTS (AID 1777) | KOR beta-arrestin recruitment, luminescence; higher % means a stronger effect | one-dose activation, % at 10 µM; EC50 in µM for titrated hits | 280,000 tested, 0.02% active; in the data active means activation above about 50%, passing the limit was not always enough; further: a part of the inactive calls stands beside numbers as strong as those of hits
# GPR55 antagonists = inhibition of LPI-stimulated GPR55 beta-arrestin translocation – imaging, U2OS, beta-arrestin-GFP, LPI agonist, primary screen (AID 2013); U2OS GPR55 beta-arrestin-GFP translocation imaging, LPI antagonism; higher % means a stronger effect; inhibition, % at 10 µM, or IC50 in µM where a hit was titrated; 290,000 tested, 0.13% active;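 active means spots per cell inhibited over 60%, with over 100 cells counted and total cytoplasm intensity under 500,000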;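 further: U2OS cells stably carrying GPR55 and arrestin-GFP stimulated by 5 µM LPI near EC80; imaged beta-arrestin-GFP aggregate spots per cell after agonist stimulation; plate controls were LPI-stimulated DMSO wells for no effect and DMSO wells without LPI for full effect; some results filed as inactive read as strong as hits; confirmed hits need IC50 under 10 µM and bright autofluorescent wells are also inconclusive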
# K1F lysis inhibition = inhibition of K1F phage lysis, E. coli UTI89, bacterial capsule biogenesis inhibitors, alamar blue (AID 488966); 340,000 tested, 0.02% active; one-dose inhibition, % at 100 µM; IC50 in µM for titrated hits; E. coli UTI89 K1F phage lysis, alamar blue, 2 h; higher % means a stronger effect;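 active means phage lysis inhibition, versus mean bacterial control, above a set limit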;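 further: capsule biogenesis inhibitors block K1F phage lysis so surviving cells raise fluorescence; higher fluorescence means more inhibition of phage lysis; actives were called in the ten point dose series up to 300 µM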
# NTR1 ag cell count 20 µM = further read-out of NTR1 ag, marked with its call; cell count; measured here: cell count, cytotoxicity flag
# * marks the source's active call; other numbers are inactive results; x = no result given; [ ] = remark or other dose.
SMILES,KOR beta-arrestin-1,GPR35 antagonists,MgcRacGAP inhibition,GPR55 activation,NOD1 NF-kB reporter,NTR1 ag,NTR1 ag cell count 20 µM,KOR beta-arrestin-2,GPR55 antagonists,K1F lysis inhibition
O=C(O)c1cccnc1SCC(=O)N1CCCCCC1,-16%,13%,-9%,-0.1%,x,0.5,81,-0.8%,4%,4.7%
O=C(NCc1ccco1)C(=O)NCC1OCCN1C(=O)c1ccc(Cl)cc1 (stereo not given),18%,-14%,0%,-0.1%,-7%,-0.7,82,-0.5%,2%,0.3%
CC1(C)C2CCC1(C)C(OC(=O)CNc1ccccc1)C2 (stereo not given),-10%,9%,9%,-0.1%,-5%,2.9,46,8.3%,-6%,-0.2%
CCOC(=O)CNc1ncnc2nc[nH]c12,21%,-4%,9%,0.2%,-10%,-3.5,45,-3.4%,4%,-0.5%
Cc1cc2cc(CCNC(=O)c3c(-c4ccccc4Cl)noc3C)c(=O)[nH]c2cc1C,8%,2%,x,-0.1%,-33%,x,x,37%,-1%,x
COc1cc(/C=N/n2cnnc2-n2nc(C)cc2C)cc([N+](=O)[O-])c1O,23%,4%,9%,-0.3%,7%,0.6,51,0.9%,5%,0.2%
COc1ccc(N(CCC#N)C(=O)/C(C#N)=C\c2cccs2)cc1,1%,3%,-13%,-0.2%,6%,6.4,48,0.7%,-3%,-1.6%
CC(C)(C)NC(=O)c1cccc(NC(=O)CSc2ccccc2)c1,0%,5%,10%,0.2%,16%,0.5,38,3.6%,-9%,-0.2%
CCOc1cc(C(=O)Nc2ccc3c(c2)OCO3)ccc1OC(F)F,-21%,8%,0%,-0.1%,-17%,1.5,53,0.9%,20%,1.2%
O=C(c1ccc(Br)o1)N1CCN(c2ncccn2)CC1,0%,2%,-3%,-0.1%,-2%,-2.7,54,-5.2%,16%,-0.7%
O=C(c1ccc(COc2c(F)c(F)c(F)c(F)c2F)o1)N1CCN(Cc2ccc3c(c2)OCO3)CC1,-33%,5%,3%,-0.1%,-2%,0.6,82,5.6%,-11%,-0.2%
O=C(c1ccccc1)N1CCCC(C(=O)N2CCCCCC2)C1 (stereo not given),-32%,15%,-5%,0.3%,0%,0.6,86,2.2%,-15%,-0.2%
COc1ccc(C(=O)OCC(=O)NC2CCCC2)cc1OC,-13%,1%,11%,0.0%,-11%,0.2,98,-0.8%,2%,0.0%
COc1ccc(/C=N/NC(=O)Cn2nc(C)c([N+](=O)[O-])c2C)cc1,8%,-4%,2%,-0.2%,-12%,1.3,43,-2.2%,10%,4.4%[50 µM]
O=C(Nc1ccccc1)NC1(C(=O)N2CCN(C(=O)c3ccco3)CC2)CCCCC1,15%,10%,-2%,0.3%,-10%,-5.0,97,4.2%,-1%,-0.2%
O=C(Cn1cnc2ccccc2c1=O)OCCCCN1C(=O)c2ccccc2C1=O,33%,8%,8%,-0.2%,-41%,1.3,79,-0.5%,-5%,0.4%
COc1ccc(CN(C)CC(=O)Nc2c(C)cccc2C)c(OC)c1,-1%,3%,-3%,-0.4%,5%,2.4,56,-5.1%,14%,0.0%
CCOC(=O)c1ccc(NC(=O)Cn2c(=O)oc3ccccc32)cc1,13%[20 µM],4%,8%,-0.1%,-18%,1.0,57,-0.2%,-18%,0.1%
Cc1oc(-c2ccccc2F)nc1CS(=O)(=O)CC(=O)NC1CCCC(C)C1C (stereo not given),6%,2%,9%,0.9%,30%,1.6,46,0.4%,12%,0.2%
Cc1ccc(-c2nnn(CC(=O)NC3CCN(Cc4ccccc4)CC3)n2)cc1,12%,5%,5%,0.1%,-20%,0.7,82,-1.1%,15%,0.5%
Cc1cc(NS(=O)(=O)c2ccc(NC(=O)CSc3nc4ncc(Br)cc4[nH]3)cc2)nc(C)n1,9%,-3%,15%,0.2%,-3%,1.4,62,4.3%,-1%,0.9%
O=c1c2ccccc2n2c(-c3ccc(F)cc3)nnc2n1Cc1ccccc1,15%,x,7%,-0.3%,-11%,0.5,56,-0.1%,12%,4.2%
CCOC(=O)CNc1nc(Cl)nc(Nc2ccc(Cl)cc2)n1,42%,1%,-8%,-0.1%,-10%,0.5,52,-1.2%,2%,-0.3%[50 µM]
Cc1cc(N2CCN(c3ccccc3)CC2)nc(-c2ccccc2O)n1,-37%,-5%,1%,0.3%,8%,1.4,88,3.8%,13%,0.2%
Cc1ccc(NS(=O)(=O)c2sc3ccc(Cl)cc3c2C)cc1,-5%,3%,x,0.3%,x,18,41,42%,12%,x
CCOC(=O)Cc1csc(NC(=O)Nc2ccc(Cl)cc2)n1,-10%,5%,12%,-0.2%,0%,2.7,49,1.3%,1%,0.4%
O=C1OC(/C(=C\Nc2ccccc2)[N+](=O)[O-])c2ccccc21 (stereo not given),5%,6%,6%,-0.1%,-10%,3.3,57,-2.0%,13%,0.0%
O=C(c1ccc2c(c1)OCO2)N1CCN(C(=O)c2ccco2)CC1,5%,-2%,-1%,-0.1%,1%,4.4,61,58%,6%,2.4%
CCn1c(CNC(=O)COc2ccc(C(C)C)cc2)nnc1SCC(=O)Nc1ccccc1C(C)C,-17%,1%,7%,0.1%,-1%,4.2,54,3.0%,5%,-0.5%[50 µM]
O=C(Nc1ccccc1C(=O)Nc1ccccc1)c1ccccc1F,-20%,-1%,9%,-0.1%,-6%,2.8,79,-1.2%,-11%,-0.4%[50 µM]
Cc1ccc(SC(C)C(=O)NC(N)=O)c(C)c1 (stereo not given),-2%,6%,8%,-0.2%,-24%,1.0,40,-4.0%,-9%,0.5%
Clc1ccc(CN2C3=NCCCN3c3ccccc32)cc1,-34%,-18%,2%,-0.2%,-8%,0.3,53,-2.5%,-4%,0.6%
COc1ccc(C(=O)Nc2nc(C)c3cc4c(cc3n2)OCO4)cc1,18%,-14%,4%,0.9%,-21%,-0.7,95,-4.4%,-13%,1.4%
COc1ccc(OC)c(C2C3=C(COC3=O)Nc3cc4c(cc32)OCO4)c1 (stereo not given),-106%,-1%,8%,-0.1%,x,-3.6,103,-0.7%,0%,0.2%
O=C(NCCC1=CCCCC1)c1ccc2c(=O)n3c(nc2c1)CCCCC3,20%,-6%,5%,-0.2%,-22%,1.5,84,-1.2%,6%,-1.0%
CC(=O)NCC1CCCN(C(=O)c2oc3c(F)cccc3c2C)C1 (stereo not given),-14%,-6%,17%,0.4%,-30%,-1.0,67,-2.0%,11%,0.4%
COc1ccc(CC(=O)N/N=C(\C)CC(=O)Nc2cccc(F)c2)cc1,16%,-7%,-1%,0.4%,0%,18,50,-1.0%,4%,0.3%
CCC1CCC(N2CCN(c3ccccc3F)CC2)CC1 (stereo not given),-38%[20 µM],-6%,7%,-0.3%,-19%,3.5,45,-3.7%,22%,2.6%
O/N=C1\CCc2cc(Cl)ccc21,-27%,4%,7%,-0.1%,2%,1.2,62,6.9%,-6%,0.1%
O=C(CSc1ccc(F)cc1)Nc1ccc(N2CCOCC2)cc1,-23%,-5%,6%,-0.1%,-30%,-0.2,72,1.4%,6%,1.3%[50 µM]
CN(C)c1nc(Cl)cc(N2CCOCC2)n1,23%,-6%,9%,0.0%,-20%,-0.5,75,-3.0%,-5%,0.7%
O=C(CNC(=O)c1ccccc1Br)N/N=C/c1ccco1,-11%,-11%,5%,0.3%,-15%,0.3,54,0.7%,-10%,0.6%
CCCN(CCC)C(=O)C1CCC(CNS(=O)(=O)c2cccc3nsnc23)CC1 (stereo not given),-7%,12%,8%,0.6%,-12%,1.7,57,1.0%,-14%,-0.6%
N#Cc1ccccc1NC(=O)CSc1cn[nH]n1,-7%,10%,3%,-0.2%,-5%,-0.6,47,-4.2%,-1%,-0.3%
Cc1ccc2[nH]c(=S)cc(C)c2c1,-5%,2%,7%,0.0%,-22%,0.9,89,1.9%,7%,0.4%
CCCc1cc(=O)oc2cc(OCC(=O)N(C)C)c(Cl)cc12,46%,-3%,-3%,-0.2%,-15%,0.1,49,20%,1%,0.5%
S=C(Nc1ccc(Br)cc1)NC1CCCC1,x,14%,8%,-0.2%,-22%,1.4,60,0.2%,3%,6.8%
CCCCN(Cc1ccccc1)S(=O)(=O)c1ccc2c(c1)n(C)c(=O)c(=O)n2C,15%,4%,-14%,-0.2%,0%,-0.3,51,3.5%,-3%,1.0%
C=CCn1c(CSc2nc3ccccc3s2)nnc1SCC(=O)NCc1cccnc1,-25%,-9%,5%,0.4%,-6%,1.3,63,5.5%,-15%,2.1%
Cc1cccc(NC(=O)C(=O)NCCCc2ccccc2)c1,9%,-5%,x,0.1%,-52%,0.3,75,-0.4%,11%,x
CCOC(=O)N1CCN(Cc2ccccn2)CC1,16%,4%,5%,-0.2%,-14%,-2.4,79,6.1%,5%,-0.7%
COc1ccc(-c2cc(-c3n[nH]c(=S)n3-c3cc(OC)ccc3OC)[nH]n2)cc1,12%,18%,7%,0.1%,9%,0.4,58,-4.9%,9%,-1.4%[50 µM]
Cc1ccc(C(=O)COC(=O)CCc2nc3ccccc3[nH]c2=O)cc1C,-36%,-6%,9%,0.0%,7%,0.7,82,6.5%,2%,0.3%
CCOC(=O)C(=NCCCN(C)C)NNc1ccc(Br)cc1,0%,-11%,-12%,0.0%,-28%,-0.1,78,1.5%,10%,0.1%
CCn1cc(C(=O)N2CCN(c3cccc(C)c3C)CC2)c(=O)c2ccc(C)nc21,26%,3%,-9%,-0.1%,-4%,-1.1,75,1.6%,1%,2.0%
CCc1ccc(NC(=S)NC(=O)c2c(-c3ccccc3Cl)noc2C)cc1,14%,2%,12%,-0.2%,-7%,5.3,42,2.3%,2%,3.0%
COc1ccccc1NS(=O)(=O)c1ccc(O)c(C(=O)OCC(=O)N2CCc3ccccc32)c1,-21%,1%,-2%,0.3%,6%,-0.7,52,7.5%,-8%,0.1%
CCOCCN1CCN(c2c(C)c(C)nc3cc(-c4cc(OC)cc(OC)c4)nn23)CC1,-13%,16%,13%,0.2%,7%,2.6,38,0.2%,4%,-0.5%[50 µM]
CCc1ccc(O)c(-c2cc(C(=O)Nc3cccnc3)[nH]n2)c1,-25%,0%,4%,0.3%,-6%,0.6,55,-1.3%,2%,0.4%
O=C(O)CC(C(=O)OCC1CCCO1)N1CCOCC1 (stereo not given),-13%,4%,6%,0.0%,-12%,-2.3,78,-3.9%,10%,0.2%

# Bioassay records from PubChem.

# This is a subset; the hit share may differ from the screen's.
